Screening results from PubChem.
FLuc inh: Photinus pyralis luciferase inhibition; Potency, µM (doses to about 115 µM), for the others: at the top dose activity change, negative = inhibition, most hits filed as inhibitors; AID 1347043; P08659; actives 2.5% (n = 76,000); purified P. pyralis luciferase, luminescence, biochemical; further: potency means the concentration at half of the fitted maximal effect; nearly all actives have a fitted effect of over 65% in size
Target sequence (P08659 whole entry, looked up): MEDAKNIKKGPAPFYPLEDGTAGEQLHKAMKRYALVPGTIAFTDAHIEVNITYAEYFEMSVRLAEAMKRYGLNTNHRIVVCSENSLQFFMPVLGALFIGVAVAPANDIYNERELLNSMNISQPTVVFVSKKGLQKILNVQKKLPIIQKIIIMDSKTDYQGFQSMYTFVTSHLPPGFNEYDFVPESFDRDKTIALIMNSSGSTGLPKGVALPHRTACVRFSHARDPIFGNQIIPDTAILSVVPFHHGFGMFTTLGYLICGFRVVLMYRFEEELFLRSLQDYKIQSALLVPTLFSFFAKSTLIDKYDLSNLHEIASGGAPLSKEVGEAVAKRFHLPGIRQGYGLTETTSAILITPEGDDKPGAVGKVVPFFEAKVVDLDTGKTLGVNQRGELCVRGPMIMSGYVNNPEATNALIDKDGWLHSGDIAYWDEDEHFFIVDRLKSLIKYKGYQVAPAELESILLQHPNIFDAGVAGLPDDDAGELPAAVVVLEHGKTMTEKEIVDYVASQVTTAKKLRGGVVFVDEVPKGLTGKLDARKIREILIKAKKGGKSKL
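Luminescence read by CCD imager after adding enzyme (10nM final) to wells holding compound, titrated in qHTS. Substrates 10uM each D-luciferin and ATP; buffer 50mM Tris acetate pH 7.5, 10mM Mg acetate, Tween-20, BSA.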
NIH3T3 tox: cytotoxic compounds in NIH 3T3 cells | Potency, µM (doses to about 96.7 µM), for the others: top-dose activity change, negative = cytotoxicity, actives largely listed as inhibitors | AID 1345082 | NIH 3T3 viability, CellTiter-Glo ATP luminescence, 48-72 h | actives 4.3% (n = 94,000); further: potency means the concentration at half of the fitted maximal effect; nearly all actives have a fitted effect of over 55% in size
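First NIH 3T3 cells are plated at 400 cells/well; next compound is pinned in; then plates incubate 48 or 72 hr at 37 °C; finally CellTiter-Glo is added and luminescence read after 10 min.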
SNCA expr inhib: reduces expression of the alpha-synuclein gene; Potency, µM (top dose mostly 57.2 µM), for the others: top-dose activity change, negative = inhibition, actives largely listed as inhibitors; actives 0.17% (n = 140,000); HEK-293 SNCA-luciferase knock-in, luminescence, 24 h; AID 1671194;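 further: potency means the concentration at half of the fitted maximal effect; plate controls were DMSO cells for no effect and cell-free wells for full effect; nearly all actives have a fitted effect of over 45% in size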
GPT2 inh: blocks human glutamate pyruvate transaminase 2; Potency, µM (titrated, usually from 57.7 µM), for the others: at the top dose activity change, negative = inhibition, actives largely listed as inhibitors; Q8TD30; Recombinant GPT2, coupled pyruvate oxidase/HRP Amplex Red fluorescence; actives 0.25% (n = 100,000); AID 1671188; further: potency means the concentration at half of the fitted maximal effect; nearly all actives have a fitted effect of over 60% in size; many of its hits are not listed in these tables
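Fluorescence of coupled pyruvate oxidase/HRP/Amplex Red system (50uM Amplex, 30 min, dark) reports pyruvate formed by GPT2. Enzyme reaction: 10ng/uL GPT2, 2mM L-alanine, 250uM a-KG, 30 min room temperature, pH 7.5; 50uM AOA control.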
HEK293 viab: cell viability loss counter-screen; HEK-293-SNCA-luc viability, GF-AFC fluorescence, 24 h; Potency, µM (titrated, usually from 57.1 µM), inactives show at the top dose activity change, negative = cytotoxicity, most hits filed as cytotoxic; actives 0.12% (n = 150,000); AID 1671193;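 further: potency means the concentration at half of the fitted maximal effect; 0% = DMSO-treated cells and -100% = medium-only wells without cells; nearly all actives have a fitted effect of over 30% in size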
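HEK-293-SNCA-luc cells (1500/well) plated 24 h, then exposed 24 h to a dilution series; GF-AFC added 30 min at 37C, fluorescence 405/540 nm; normalised to medium-only and DMSO wells, Hill fit.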
IP6K1 inh: blocks human inositol hexakisphosphate kinase 1 | Q92551 | IP6K1 kinase, ADP-Glo luminescence, 2 h; stronger effect = lower value | activity change, % (series mostly up to about 58 µM) | actives 0.81% (n = 140,000) | AID 1645851; in the data active means activity change below about -25%
Target sequence (Q92551 whole entry, looked up): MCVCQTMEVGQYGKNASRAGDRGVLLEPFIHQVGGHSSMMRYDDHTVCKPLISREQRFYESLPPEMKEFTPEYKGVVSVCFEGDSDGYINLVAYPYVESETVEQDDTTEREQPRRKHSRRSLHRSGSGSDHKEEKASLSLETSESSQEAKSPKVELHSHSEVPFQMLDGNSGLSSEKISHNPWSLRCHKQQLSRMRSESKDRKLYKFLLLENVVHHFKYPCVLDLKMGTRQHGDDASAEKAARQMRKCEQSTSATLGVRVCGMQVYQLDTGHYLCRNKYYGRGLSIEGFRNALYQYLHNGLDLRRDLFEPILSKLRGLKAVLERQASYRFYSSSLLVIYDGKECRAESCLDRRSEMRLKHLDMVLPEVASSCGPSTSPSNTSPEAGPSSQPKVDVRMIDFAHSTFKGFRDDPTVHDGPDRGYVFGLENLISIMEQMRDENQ
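ADP-Glo luminescence measures ADP made by human IP6K1 during a 2 h RT reaction with ATP/IP6 (mix at 1.3 mM/130 uM); top library doses 57.5 and 19.1 uM final.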
HEK cytotox: HEK 293 cell cytotoxicity; HEK 293 viability, ATP luminescence (CellTiter-Glo), 48-72 h; Potency, µM (titrated, usually from 115 µM), without a hit: at the highest dose activity change, negative = cytotoxicity, most hits filed as inhibitors; actives 6.6% (n = 94,000); further: potency means the concentration at half of the fitted maximal effect; nearly all actives have a fitted effect of over 60% in size
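Viability of HEK 293 cells, plated at 250 cells/well, was judged by cellular ATP after compound treatment for 48 or 72 hr. Luminescence was imaged 10 min after CellTiter-Glo addition at room temperature.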
Active calls of the source: *; i = inactive; ? = inconclusive; . = not tested or not shown; [ ] = another dose, or the depositor's remark. Unless noted, the call rests on the fitted dose curve; in most records, active means well fitted curve in the direction sought with a large enough effect; inconclusive means small, poorly fitted or top-dose-only effect, or another doubt; inactive means no such curve, though single readings can be large; an effect the other way counts as inactive or inconclusive. Unless noted, on the % scale 0 is the no-effect control and ±100 the full control effect. These rows are one share of the data; the hit share may differ from the screen's.

Molecule	FLuc inh	NIH3T3 tox	SNCA expr inhib	GPT2 inh	HEK293 viab	IP6K1 inh	HEK cytotox
C=CCOc1c(OC)ccc2c1CN(CCOC)C(=O)CCN2CC(O)COc1ccccc1 (stereo not given)	.	-26%	.	.	.	-8	?
CCOC(=O)CC1COCCN1C(=O)c1cn(Cc2ccc(F)cc2Cl)nn1 (stereo not given)	15%	3%	41%[activator]	-18%	2%	5	i
COc1cc(NC(=O)C2CCCN(S(=O)(=O)c3cn(C)cn3)C2)cc(OC)c1 (stereo not given)	.	.	11%	.	-1%	-6	.
COc1ccc(NC(=O)C(c2ccccc2)N2Cc3ccccc3C2=O)cc1 (stereo not given)	.	.	-11%	.	-25%	9	.
COCCNC(=O)CCCN1C(=O)COc2ccc(C(=O)COc3ccc(C)cc3OC)cc21	-12%	-30%	?	i	-22%	-3	-22%
O=C(NC1CCCC1)c1cc2n(n1)CC(c1ccc3c(c1)OCO3)OC2 (stereo not given)	0%	?	4%	i	6%	4	?
COc1ccc(S(=O)(=O)Nc2ccc3c(c2)CCCN3S(=O)(=O)c2ccc(C)cc2)cc1F	.	.	-24%	.	-12%	-7	.
COCCCn1c(=O)c(C(=O)N2CCN(C(=O)NC3CCCC3)CC2)nc2cccnc21	.	-16%	-6%	1%	-11%	-5	4%
COCCN1C(=O)NC(c2ccccc2OC)C2=C1COC2=O (stereo not given)	-5%	3%	22%	i	4%	-3	4%
CCc1noc(-c2cn(C3CCN(C(=O)c4cccc(NC(C)=O)c4)CC3)nn2)n1	6%	4%	21%	-9%	9%	42	6%
CC(C)C[C@@H](NC(=O)[C@@]1(O)C[C@@H](O)[C@H](O)[C@@H](NC(=O)Nc2ccc(OC(F)(F)F)cc2)C1)C(N)=O	3%	i	5%	-3%	-12%	0	-3%
Cc1ccccc1C(=O)NC1CCCN(CCn2nc3n(c2=O)CCCC3)C1 (stereo not given)	.	-7%	.	.	.	4	-4%
CCNC(=O)c1cccnc1OC1CCN(C(=O)C2CCOCC2)C1 (stereo not given)	0%	i	29%	2%	2%	14	8%
COc1ccc([C@@H]2CN(c3nnnn3-c3ccccc3)C[C@H]2NC(C)=O)cc1	4%	-20%	-13%	-3%	-9%	-3	-22%
Cc1ccccc1C(=O)N1CCCC(N2C(=O)c3c(c(C)nn3-c3ccccc3)C2C2CC2)C1 (stereo not given)	.	-28%	.	.	.	15	?
COc1ccc(S(=O)(=O)NCC(c2ccc(N(C)C)cc2)N2CCc3ccccc32)cc1F (stereo not given)	.	.	18%	.	9%	22	.

One compound at a time, from the list above.
`CCNC(=O)c1cccnc1OC1CCN(C(=O)C2CCOCC2)C1` (stereo not given) across the screens: FLuc inh: 0%; NIH3T3 tox: i; SNCA expr inhib: 29%; GPT2 inh: 2%; HEK293 viab: 2%; IP6K1 inh: 14; HEK cytotox: 8%
`COc1ccc([C@@H]2CN(c3nnnn3-c3ccccc3)C[C@H]2NC(C)=O)cc1` across the screens: FLuc inh: 4%; NIH3T3 tox: -20%; SNCA expr inhib: -13%; GPT2 inh: -3%; HEK293 viab: -9%; IP6K1 inh: -3; HEK cytotox: -22%

Following part:
Molecule	FLuc inh	NIH3T3 tox	SNCA expr inhib	GPT2 inh	HEK293 viab	IP6K1 inh	HEK cytotox
O=C(NC1CC1)C1CCc2nnc(C3CC3)n21 (stereo not given)	.	i	-17%[87.6 µM]	-14%[88.5 µM]	1%[87.6 µM]	4	i
O=c1n(-c2cccc(Cl)c2)nc2n1CCN(Cc1ccc(F)cc1)C2	?	?	123%[activator]	i	-4%	-2	?
COc1c(CCC(=O)O)cccc1O[C@@H]1O[C@H](CO)[C@@H](O)[C@H](O)[C@H]1O	.	.	.	i	-11%	0	.
COCCCNC(=O)Cn1c(=O)n(-c2cccc(C)c2)c(=O)c2c3c(sc21)CN(C(C)=O)CC3	.	.	?	.	-4%	15	.
CCc1ccccc1NC(=O)c1cnc2sc(N3CCCC3)nn2c1=O	.	.	8%	.	8%	15	.
Cc1cccc(N2CCN(c3ncncc3-c3nc(-c4ccccc4)no3)CC2)c1	-13%	?	79%[activator]	-13%	4%	1	?
CC(C)N1CCC(OCCCNC(=O)CN2CC3CC(C2)[C@H]2CCCC(=O)N2C3)CC1 (stereo not given in full)	-1%	-15%	30%	i	27%	8	-4%
O=C1CC(c2ccccc2)N(C(=O)C2CC2)CCCN(C(=O)Cc2c[nH]c3ccccc23)CCN1 (stereo not given)	-3%	0%	-8%	i	6%	6	0%
COc1ccc(CN2CCCCC23Cc2ccccc2CNC3=O)cc1F (stereo not given)	.	-18%	-2%	-4%	-17%	-7	?
Cc1cnc(CCNC(=O)C2CCOCC2)n1C1CCCCCCC1	8%	-24%	8%	i	14%	12	?
CCc1cc(=O)n(CC(=O)Nc2ccc3c(c2)OCCO3)c(-c2cccc(F)c2)n1	-4%	?	9%	i	-4%	-8	?
O=C(c1ccncc1)N1CCCN(c2ccnc3ccnn23)CC1	.	-30%[138 µM]	13%[87.6 µM]	1%[88.5 µM]	0%[87.6 µM]	-24	-20%[172 µM]
CCN(C(=O)Cn1cnc2onc(-c3ccc(F)cc3)c2c1=O)c1ccc(OC)cc1	.	.	?	.	?	1	.
CCCSc1ncc(Cl)c(C(=O)Nc2nc3ccc(OCC)cc3s2)n1	.	.	16%	.	16%	29	.
CCOc1ccc(-c2nc(Cn3c(=O)cc(C)c4c(C)nn(-c5ccccc5)c43)c(C)o2)cc1	.	.	111%[activator]	.	-7%	11	.
Cc1cc(C)n2ncc(C(=O)N3CCC(c4[nH]ncc4-c4ccccc4)CC3)c2n1	9%	-31%	-2%	?	8%	16	?
CCOC(=O)COc1ccc(CC)cc1C(=O)c1ccn2nc(-c3ccc(F)cc3)cc2n1	.	.	-24%	.	9%	9	.
O=C(Nc1ccc(Cl)cc1)c1nc2c(o1)CCN(Cc1nccs1)CC2	22µM*	?	10%[87.6 µM]	i	-8%[87.6 µM]	10	?
COc1cccc(-c2cn3cc(C(=O)Nc4ccc(C)cc4)nc3s2)c1	.	?	28%	i	0%	9	?
Cc1ccc(NC(=O)Cn2c(-c3ccc(F)cc3)nc(C)c(CCO)c2=O)c(Cl)c1	-2%	-23%	5%	i	-1%	2	?
COc1ccccc1NC(=O)N(C)CC1CCOCC1	-3%	i	-17%	i	6%	18	-2%
NC(=O)[C@H](CC1CCCCC1)NC(=O)[C@@H]1CN(C(=O)Nc2ccccc2)CCN1C(=O)C1CCCCC1	-18%	?	-2%	2%	5%	-5	?
CCOc1ccc2c(n1)CCN(C(=O)c1ccn(CC)n1)C2	-22%	i	14%	i	7%[12.5 µM]	5	-8%
CCn1c2c(c(=O)n3ncc(C(=O)Nc4ccc(F)cc4Cl)c13)CN(Cc1ccc(OC)cc1)CC2	.	.	-9%	.	1%	6	.
Cc1nc(-c2cn(C3CCCN(C(=O)c4ccc5c(c4)OCO5)C3)nn2)no1 (stereo not given)	4%	-19%	-16%	-7%	-1%	0	5%
Cc1cc(C)cc(NC(=O)N2CC(C(=O)N(C)C)C3(CCOCC3)C2)c1 (stereo not given)	-15%	-19%	30%	?	4%	10	3%
O=C(NCCC1CCN(C(=O)Nc2ccccc2)CC1)c1ccccc1	-20%	-3%	42%[activator]	i	7%	-3	-18%
Cn1cccc1C(=O)N1C[C@@H](F)C[C@H]1C(=O)N1CCCCC1	3%	-9%	-18%	-12%	-4%	-1	-2%
COCCn1c(C)cnc1CCNS(=O)(=O)c1ccccc1	-3%	-4%	-1%	0%	7%	-7	i
F[C@@H]1CN(Cc2ccc3c(c2)OCCO3)C[C@@H]1OCc1nc2ccccc2[nH]1	-23%[172 µM]	?	-23%[87.6 µM]	2%[88.5 µM]	-26%[87.6 µM]	8	?
COCCNC(=O)c1c(-c2ccccc2)c(-c2ccccc2)nn(C)c1=O	.	.	16%	.	-7%	33	.
O=C1CCN(C(=O)C2(c3ccccc3)CC2)CCCC(C(=O)NCc2ccccc2)CCN1 (stereo not given)	-2%	i	7%	i	-5%	-6	2%
COc1ccc(NC(=O)c2nnn3cc(C)[nH]c(=O)c23)cc1OC	-11%	i	26%	4%	3%	9	3%
CCCN(CCC)C(=O)c1cn(CC)c2ccc(S(=O)(=O)N3CCCCC3)cc2c1=O	.	.	8%	.	-17%	40	.
Fc1ccc(Nc2ncnc3c2nc2n3CCCC2)cc1	.	.	70%[activator]	.	-4%	17	.
COCC(=O)NC1CCN(c2ccc3nnc(C4CC4)n3n2)CC1	.	-3%[138 µM]	.	.	.	21	3%[172 µM]
CCNC(=O)N1CCCN(Cc2ccncc2)C(c2ccccc2)CC(=O)NCC1 (stereo not given)	-2%	-21%	-8%	3%	-3%	0	-9%
COC1CCN(C(=O)Cn2c3c(c(=O)n2Cc2ccccc2)CCN(Cc2ccccc2)C3)CC1	1%	?	17%	-8%	-3%	-5	i

Taken from the results shown for reference:
Molecule	FLuc inh	NIH3T3 tox	SNCA expr inhib	GPT2 inh	HEK293 viab	IP6K1 inh	HEK cytotox
COc1ccc(NC(=O)c2nnn3cc(C)[nH]c(=O)c23)cc1OC	-11%	i	26%	4%	3%	9	3%
CCCN(CCC)C(=O)c1cn(CC)c2ccc(S(=O)(=O)N3CCCCC3)cc2c1=O	.	.	8%	.	-17%	40	.
Fc1ccc(Nc2ncnc3c2nc2n3CCCC2)cc1	.	.	70%[activator]	.	-4%	17	.
COCC(=O)NC1CCN(c2ccc3nnc(C4CC4)n3n2)CC1	.	-3%[138 µM]	.	.	.	21	3%[172 µM]
CCNC(=O)N1CCCN(Cc2ccncc2)C(c2ccccc2)CC(=O)NCC1 (stereo not given)	-2%	-21%	-8%	3%	-3%	0	-9%
COC1CCN(C(=O)Cn2c3c(c(=O)n2Cc2ccccc2)CCN(Cc2ccccc2)C3)CC1	1%	?	17%	-8%	-3%	-5	i
